From PubChem BioAssay
phage Ecoli inh = E. coli growth loss with phage present | growth absorbance | inhibition, % at 11.9 µM | actives 0.26% (n = 360,000); in the data active = inhibition above about 11%
* = called active by the depositor.

SMILES	phage Ecoli inh
CCOC(=O)N1CCN(C(=O)C[C@H]2C[C@@]3(C(=O)OC)C(=C[C@H](C(C)(C)C)O[C@@H]3C)N(Cc3ccc4c(c3)OCO4)C2=O)CC1	2.9
CCCc1c(-c2ccc(Cl)cc2)ncn1Cc1cccc(-c2ccccc2)c1	3.1
COCCN1C(=O)c2ccccc2C1c1nc2ccccc2[nH]1 (stereo unspecified)	0.4
CC(C)(C)C(c1nc2ccccc2[nH]1)n1c(-c2ccco2)nc2ccccc21 (stereo unspecified)	3.9
CN(C)CCNC(=O)c1ccc2nc([C@@H]3O[C@H](CO)[C@H](O)[C@H](O)[C@H]3O)[nH]c2c1	1.2
CC(=NOC(=O)C1CCCCC1)c1nccs1	2.4
CSc1ccc(CN2CCC2(C)C(=O)NC2CCN(Cc3ccccc3)CC2)cc1 (stereo unspecified)	0.0
O=C1C(=Cc2cccc(Cl)c2)Cc2ccccc21	1.2
COCCNc1nc(NCc2ccc(NC(C)=O)cc2)c2sccc2n1	0.8
CCCCNc1ccc2c(c1)OC[C@@H](Cc1ccccc1)NS2(=O)=O	-0.1
COc1ccc(Cc2c(-c3ccc(OC)c(OC)c3)nc3c(C)cc(Br)cn23)c(C)c1	2.3
CC1(C(=O)NC2CCCC2)CCC(=O)N1CCCn1ccnc1 (stereo unspecified)	1.5
CCc1nc2c(OCc3ccc(Cl)cc3)cccn2c1N(C)C(=O)c1ccco1	0.8
NC(Cc1ccc(F)cc1)c1csc(NC(=O)NC(c2ccccc2)c2ccccc2)n1 (stereo unspecified)	-0.5
COc1ccc(OC)c(NC(=O)Nc2nc(C(C)N)cs2)c1 (stereo unspecified)	3.9
Cc1ccc(S(=O)(=O)NC(=O)C2(C)CCN2C(=O)CCc2ccc(Cl)cc2Cl)cc1 (stereo unspecified)	3.0
COC(=O)[C@]12CCCCC=C1N(Cc1ccco1)C(=O)[C@H](CC(=O)NCc1ccc(OC)c(OC)c1)C2	2.9
COCCNc1nc(Oc2cncc(Cl)c2)c2sccc2n1	-0.2
COC(=O)C1=C(C)N(C)C(=NCC2CC2)NC1c1ccccc1C(F)(F)F (stereo unspecified)	1.6
COc1cc2ccc(CC(=O)O)cc2cc1OC	2.5
CCNC(=O)C1CCCN(C(=O)c2cc(F)cc(F)c2)CC1 (stereo unspecified)	-0.2
CCN(C)C1CN(Cc2cn(Cc3ccc(OC)cc3)nn2)S(=O)(=O)C1 (stereo unspecified)	2.3
Nc1nc(=O)n(C2CCC(CO)O2)cc1F (stereo unspecified)	11*
CCOC(=O)c1ccc(-c2ccc3ncnc(N(C)Cc4sccc4C)c3c2)o1	-1.0
CCOC1=C2[C@H](c3ccccc3)N(S(=O)(=O)c3ccc(C)cc3)C(C(C)(C)C)[C@H]2C(C#N)(C#N)C(C#N)(C#N)C1 (stereo partly specified)	0.5
OC[C@@H]1CN(Cc2ccccc2)C[C@H](n2cnc3c(NCc4ccncc4)ncnc32)O1	1.8
CCc1nc2ccc(C(=O)Nc3cccc(NS(C)(=O)=O)c3)cn2c1N(C)C(=O)c1cccc(OC)c1	2.7
O=C1NC[C@@H](CCCCN2C[C@H](Cc3ccccc3)N(CCC3CCCCC3)C(=O)C2=O)N(CCc2ccc(O)cc2)C1=O	2.4
Cc1ccc(CN2CC(N3CC=CC3)CS2(=O)=O)cc1 (stereo unspecified)	2.1
CC(C)c1[nH]nc2c1C(c1ccc(F)cc1)NC2=O (stereo unspecified)	2.4
COCc1cccc(-c2csc(C(NC(C)=O)c3cccc(OC)c3)n2)c1 (stereo unspecified)	2.4
Cc1ccc(S(=O)(=O)Nc2ccc(Nc3nccn4c(-c5ccccc5Oc5ccccc5)cnc34)cc2)cc1	0.0
CC1=CC(=NOS(=O)(=O)c2ccc(C)cc2)CC(C)(C)C1	1.6
C[C@@H]1CCCN1[C@H]1CS(=O)(=O)N[C@@H]1COCc1ccccc1	2.3
CC1(C(=O)NCc2ccccc2)CSCC(=O)N1Cc1cccc(C(F)(F)F)c1 (stereo unspecified)	0.6
CSCCC(N=Cc1c(O)n(-c2ccc(F)cc2)c(=O)[nH]c1=O)C(=O)O (stereo unspecified)	2.9
COC(=O)C1(C(=O)OC)c2ccccc2N(S(=O)(=O)c2ccc(C)cc2)C1CC(=O)c1ccccc1 (stereo unspecified)	1.9
O=C(N[C@H](C(=O)N1CCC[C@H]1C(=O)NCc1ccccc1)C1CCCCC1)c1ccc(Cl)cc1Cl	0.8
COc1ccccc1N1CCN(Cc2cc(=O)oc3ccccc23)CC1	-0.2
CC1(Cc2c(Cl)cccc2Cl)C(=O)Nc2cc(-c3ccccc3Cl)ccc21 (stereo unspecified)	2.8
CCNC(=O)C1CCCN(C(=O)c2cc(C)oc2C)CC1 (stereo unspecified)	2.3
O=C(NCc1ccccc1)C(c1cccc2ccccc12)n1c(=O)c(-c2cc3ccccc3[nH]2)nc2ccccc21 (stereo unspecified)	2.6
NS(=O)(=O)c1ccc(CCNc2ccn3nc(-c4ccccc4)cc3n2)cc1	6.7
CCCCNC(=O)C1(C)CCN1C(=O)c1ccc(OC)c(C(F)(F)F)c1 (stereo unspecified)	0.1
CC1(C(=O)NS(=O)(=O)c2ccccc2Cl)CCN1C(=O)CCc1ccc(Cl)cc1Cl (stereo unspecified)	3.7
CCOC(=O)N1CCN(C(=O)C[C@@H]2C[C@@]3(C(=O)OC)CCCCC=C3N(Cc3ccco3)C2=O)CC1	0.2
O=C(NCc1cccnc1)c1cc(C2CCCCN2C(=O)c2cccs2)on1 (stereo unspecified)	3.4
Cc1cc(N2CCN(CC(C)(C)O)C[C@@H]2C)ccc1N1CCN(CC(C)(C)O)[C@@H](C)C1	1.7
COc1ccc(NC(=O)C2Cc3c(-c4ccc5c(c4)OCO5)ccnc3O2)cn1 (stereo unspecified)	5.5
NC(Cc1ccc(Cl)cc1)c1csc(Nc2ccc(C(=O)NCCCO)cn2)n1 (stereo unspecified)	0.6
CC(CC(=O)Nc1ccc2c(c1)c(=O)n(C)n2Cc1ccc(F)cc1)c1ccccc1 (stereo unspecified)	3.1
O=C(NC1CC1)c1ccc(-c2ccc3nccn3c2)cc1	0.1
COc1ccc(-c2nc3c4ccccc4ccn3c2Cc2ccccc2)cc1OC	1.6
O=C(Nc1ccc(F)c(Cl)c1)c1csc([C@@H]2C[C@H](O)[C@@H](CO)O2)n1	0.6
COC(=O)c1ccc2nc(-c3ccc(Cl)cc3)c(Cc3ccccc3)n2c1	0.4
COC(=O)C1=C(C)N(C)C(=NCc2ccc(C(F)(F)F)cc2)NC1c1ccc(C(F)(F)F)cc1 (stereo unspecified)	4.2
CC1(C(=O)NCCC(F)(F)F)Cc2c(-c3cccc(C(F)(F)F)c3)ccnc2O1 (stereo unspecified)	5.6
CC1(C(=O)NS(=O)(=O)C2CC2)CCCN(C(=O)c2cccc(Cl)c2)C1 (stereo unspecified)	3.5
CC(C)(C)NC(=O)C(c1ccccc1F)n1c(=O)c(-c2cc3ccccc3[nH]2)nc2ccccc21 (stereo unspecified)	1.6
Nc1[nH]c(C(=O)c2ccccc2)c(-c2cccc3ccccc23)c1C(=O)c1ccc(Br)cc1	1.7

More structures:
SMILES	phage Ecoli inh
COc1ccc(-c2ccc(C(=O)Nc3cccc(NS(C)(=O)=O)c3)c3occc23)c(C)c1	2.2
CC1(C(=O)NS(=O)(=O)c2cccc(Cl)c2)CCN1C(=O)COc1ccc(Cl)cc1 (stereo unspecified)	1.4
COC(=O)Cc1nnn2c1CC(OC)c1cc(Br)ccc1-2 (stereo unspecified)	4.3
CN(Cc1cn(Cc2ccc(Cl)cc2)nn1)C1CN(Cc2cn(Cc3ccc(Cl)cc3)nn2)S(=O)(=O)C1 (stereo unspecified)	1.6
O=C(/C=C(\Nc1cccc(F)c1)c1ccccc1)c1ccccc1	-10.0
OC[C@@H]1CN(Cc2ccc(-c3ccccc3)cc2)C[C@H](n2cnc3c(N4CCCC4)ncnc32)O1	2.1
CCCCOc1ccc(S(=O)(=O)NC(=O)C2(C)CCN2C(=O)Cc2cccs2)cc1 (stereo unspecified)	-0.3
Cc1ccc(C(O)c2ncc(-c3ccc(F)cc3)[nH]2)cc1F (stereo unspecified)	4.4
O=C(Nc1ccc(F)cc1)C(CCc1ccccc1)N1CCN(c2ccncc2)CC1 (stereo unspecified)	4.0
CC(=O)NCCNC(=O)C1Cc2c(-c3ccc4c(c3)OCO4)ccnc2O1 (stereo unspecified)	4.3
CCc1nc2ccc(C(=O)NCCN3CCOCC3)cn2c1N(CC)CCOC	2.5
CC(C)NC(=O)C1(C)CCN1C(=O)c1cccc(Cl)c1 (stereo unspecified)	3.2
CCC(=C(c1ccccc1)c1ccc(OCCN(C)C)cc1)c1ccccc1	-2.2
COC(=O)C1=C(C)N(Cc2ccc(Cl)cc2)C(=S)NC1c1ccccc1 (stereo unspecified)	3.1
CCOC(=O)N1CCN(C(=O)C[C@@H]2C[C@@]3(C(=O)OCC)CCC=C3N(Cc3cccc4ccccc34)C2=O)CC1	0.7
COc1cccc(C(C)(O)c2nc(-c3ccc(F)cc3OC)cs2)c1 (stereo unspecified)	-0.4
CN(C)CCNC(=O)c1cccc(-c2cnc3c(NC=O)cc(-c4cccc(C(F)(F)F)c4)cn23)c1	2.0
CCCc1nc2ccccc2n1C(C)C(=O)NC(C)(C)C (stereo unspecified)	1.1
CSCCC(C(=O)NC(C)(C)C)n1c(-c2ccc(C)cc2)nc2ccccc21 (stereo unspecified)	-0.1
O=C(Nc1cccnc1)C1Cc2c(-c3ccco3)ccnc2O1 (stereo unspecified)	2.2
COc1cc2nc3c4ccccc4n(CC#N)c3nc2cc1OC	0.9
C[C@@H]1CN([C@H](C)CO)C(=O)c2ccccc2-c2ccccc2CO[C@@H]1CN(C)C(=O)Nc1ccccc1	-1.0
CC1(C(=O)O)CCCN(C(=O)c2ccc(OC(F)F)cc2)C1 (stereo unspecified)	4.9
C#CCN(C[C@H]1[C@H](OC(=O)Nc2c(C)noc2C)[C@H](OC(=O)Nc2c(C)noc2C)CN(C(=O)OC(C)C)N1C(=O)OC(C)C)S(=O)(=O)c1ccc(C)cc1	-0.4
COc1c(C)cc(C(O)c2ncc(-c3ccc4ccccc4c3)[nH]2)cc1C (stereo unspecified)	3.9
O=C(C(=O)N1CCC(c2ccccc2)CC1)c1ccccc1	2.2
CC1=C(C(=O)N(C(C)C)C(C)C)CC(CC(=O)NCCN2CCOCC2)C(=O)N1Cc1ccc(F)cc1 (stereo unspecified)	3.6
CCCCN(C=O)c1c(CC)nc2ccc(C(=O)NCCc3ccccn3)cn12	0.8
CC(C)(C)c1ccc(CC(=O)N2CCC2(C)C(=O)Nc2cccc3ccccc23)cc1 (stereo unspecified)	0.2
COc1ccc(C(C(=O)NCc2ccccc2)n2c(=O)c(-c3ccccc3)nc3ccccc32)cc1 (stereo unspecified)	-0.2
COc1ccc(-c2cc(NC=O)c3ncc(-c4cc(OC)c(OC)c(OC)c4)n3c2)c(OC)c1	1.7
CC(C)c1cccc(-c2csc(C(O)c3ccco3)n2)c1 (stereo unspecified)	2.9
C=Cc1ccc(Cn2c(C)c(C(=O)NCc3cccc(C)c3)sc2=O)cc1	0.5
Cc1ccc(NCc2nnc(SCC(N)=O)n2CCc2ccccc2)cc1	1.5
CCCCCCCCN1C(=O)[C@H](CC(=O)NCc2cccc(C(F)(F)F)c2)C[C@@]2(C(=O)OCC)CCCC=C12	1.2
CCc1nc2c(OCc3cc(Cl)cc(Cl)c3)cccn2c1N(C=O)Cc1ccc(OC)cc1	0.1
CC(N)c1csc(Nc2ccc(C(=O)c3ccccc3)cc2)n1 (stereo unspecified)	1.1
CC(=O)NC(c1ccc(F)c(F)c1)c1nc(-c2cccs2)cs1 (stereo unspecified)	1.9
Cc1cccc(CNC(=O)Nc2nnc([C@H]3C[C@H](O)[C@@H](CO)O3)s2)c1	0.9
COc1cc(-c2ccc(N3C(c4ccsc4)=Cc4ccccc4C3CC(C)=O)cc2)cc(OC)c1OC (stereo unspecified)	2.8
O=C(NCc1ccc(F)c(F)c1)c1ccc(-c2ccc(F)c(F)c2)c2ccoc12	3.8
O=C(CSc1nc2ccc(F)cc2c(=O)n1-c1ccccc1)Nc1ccc2c(c1)CCC2	2.3
CC1=C(C(=O)N(C(C)C)C(C)C)CC(CC(=O)NC2CCCC2)C(=O)N1Cc1ccc(F)cc1 (stereo unspecified)	1.0
O=C(Nc1ccccc1)C1Cc2c(-c3ccco3)ccnc2O1 (stereo unspecified)	3.4
CCc1nc2c(OCc3ccc(Cl)cc3Cl)cccn2c1N(C)C(C)=O	1.6

These rows are one share of the data; rates above refer to the full screens.
